D2 antagonist – D2 dopamine receptor (human) antagonism; P14416; HEK293 TREx D2 cells, calcium flux, dopamine EC80; inhibition, % at 10 µM; hit rate 2% among 340,000; in the data active = inhibition above about 30%; note: 0% is about no effect
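Calcium mobilization kinetics were recorded at 1 s intervals in tetracycline-induced HEK293 T-REx D2 cells, first for 180 s after compound addition and then 180 s after EC80 dopamine.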
TrxR1 substrate – substrates of rat thioredoxin reductase 1 | O89049 | purified TrxR1 substrate turnover, NADPH consumption readout | Potency, µM (top dose mostly 114 µM), inactives show at the highest dose activity change, negative = substrate turnover | hit rate 0.01% among 390,000; note: potency is the fitted concentration of half-maximal effect; % is set by controls: 0 for no effect and ±100 for the full control effect; nearly all actives have a fitted effect of over 50% in size
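Rat TrxR1, dispensed at 90 nM, was prereduced with 400 uM NADPH (final) for 5 min at ~22 deg C, then incubated with compound 15 min before 400 uM selenite. A first-read NADPH fluorescence drop versus no-compound background flagged substrates.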
TrxR1 inh – rat TrxR1 inhibition; Potency, µM (titrated, usually from 114 µM), for inactives: at the highest dose activity change, negative = inhibition, hits mostly inhibitors; recombinant rTrxR1, NADPH fluorescence consumption, selenite substrate; O89049; hit rate 1% among 390,000; note: potency is the fitted concentration of half-maximal effect; % is set by controls: 0 for no effect and ±100 for the full control effect; nearly all actives have a fitted effect of over 65% in size
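Rat TrxR1 (90 nM in the dispensed reagent) was pre-reduced with 400 uM NADPH for 5 min at room temperature, then incubated with compound for 15 min. After 400 uM selenite was added, NADPH fluorescence (Ex 340/Em 450 nm) was followed for 8 min.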
TRHR ag – activates the human TRH receptor; P34981; TRHR cells, calcium flux fluo-8, FDSS agonist mode; activation, % at 2 µM; hit rate 0.18% among 360,000; AID 493084; in the data active = activation above about 30%; note: 0% is about no effect
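TRHR-expressing cells loaded with fluo-8 calcium dye; 23 nL library compound pin-transferred, kinetic FDSS fluorescence (Ex 480/Em 530) recorded about 180 s for agonist-induced calcium release, before a 10 nM TRH EC20 addition for potentiator mode.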
mIDH1 inhibitor – inhibitors of human mutant IDH1 R132H. O75874. IDH1-R132H enzyme, NADPH consumption, diaphorase/resazurin fluorescence. Potency, µM (top dose mostly 76.6 µM), for the others: at the top dose activity change, negative = inhibition, actives largely listed as inhibitors. hit rate 0.093% among 390,000. AID 602179; note: potency is the fitted concentration of half-maximal effect; % is set by controls: 0 for no effect and ±100 for the full control effect; nearly all actives have a fitted effect of over 65% in size
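IDH1-R132H (0.5 ug/mL dispensed) in pH 7.5 Tris buffer was preincubated 30 min with compound, then given a substrate mix of 0.016 mM NADPH and 2 mM alpha-KG for 80 min at room temperature; remaining NADPH was read by diaphorase/resazurin fluorescence.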
D2 agonist – agonists of human D2 dopamine receptor; HEK293 T-REx D2 cells, calcium flux agonist mode; activation, % at 2 µM; P14416; hit rate 0.53% among 340,000;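 active = activation over 3 SD above normal in the single-dose calcium agonist read, cut at about 30% in these data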; note: 0% is about no effect
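HEK293 Trex D2 cells, tetracycline-induced, o/n 30 C 5% CO2; no-wash Ca dye, RT 30–90 min; 10-cycle baseline, 23 nl cpd added, kinetic Ca read 180 s; agonist hits = positive Ca response.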
USP1-UAF1 inh – blocks the human USP1/UAF1 deubiquitinase complex | O94782 | recombinant USP1/UAF1, Ub-Rhodamine cleavage fluorescence | Potency, µM (series often up to 57.1 µM), without a hit: top-dose activity change, negative = inhibition, most hits filed as inhibitors | hit rate 0.23% among 390,000; note: potency is the fitted concentration of half-maximal effect; % is set by controls: 0 for no effect and ±100 for the full control effect; nearly all actives have a fitted effect of over 60% in size; inactives centre near -12
Target sequence (O94782 whole entry, looked up): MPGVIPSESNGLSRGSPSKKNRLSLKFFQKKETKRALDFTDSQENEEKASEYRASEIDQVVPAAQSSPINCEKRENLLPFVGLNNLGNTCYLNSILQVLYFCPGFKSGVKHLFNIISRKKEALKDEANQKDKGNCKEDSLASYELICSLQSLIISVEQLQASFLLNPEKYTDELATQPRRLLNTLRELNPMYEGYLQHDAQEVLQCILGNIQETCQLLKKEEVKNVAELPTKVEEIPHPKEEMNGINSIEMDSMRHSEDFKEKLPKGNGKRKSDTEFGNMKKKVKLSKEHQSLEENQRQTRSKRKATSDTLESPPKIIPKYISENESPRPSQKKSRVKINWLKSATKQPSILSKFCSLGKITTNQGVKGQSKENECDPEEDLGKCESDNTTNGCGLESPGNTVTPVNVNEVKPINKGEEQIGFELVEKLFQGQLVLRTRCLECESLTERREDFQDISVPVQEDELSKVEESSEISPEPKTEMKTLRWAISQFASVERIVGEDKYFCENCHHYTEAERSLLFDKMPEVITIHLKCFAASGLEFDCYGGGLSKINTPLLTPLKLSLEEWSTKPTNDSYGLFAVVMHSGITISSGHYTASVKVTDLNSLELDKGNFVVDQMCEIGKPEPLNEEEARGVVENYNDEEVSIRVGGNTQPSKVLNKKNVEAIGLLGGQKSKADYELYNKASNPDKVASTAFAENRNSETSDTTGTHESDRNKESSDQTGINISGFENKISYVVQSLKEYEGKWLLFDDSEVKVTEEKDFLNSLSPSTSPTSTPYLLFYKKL
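High-throughput fluorogenic screen: 1nM USP1/UAF1 complex, Ub-Rho substrate 150nM final, 50mM HEPES pH 7.8 with 0.5mM EDTA, 0.1 mg/ml BSA, 1mM TCEP and 0.01% Tween-20.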
TRHR enhancer – allosterically enhances the human TRH receptor | TRHR cells, fluo-8 calcium fluorescence, EC20 TRH enhancement | enhancement, % at 2 µM | hit rate 0.66% among 360,000 | AID 493056; in the data active = enhancement above about 30%; note: 0% is about no effect
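TRHR-expressing cells loaded with fluo-8 calcium dye were read kinetically (ex 480/em 530) during compound addition, then stimulated with an EC20 of TRH (10 nM final). Enhancement of the Gq-mediated intracellular calcium response was scored.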
PI4K2A inh – PI4K2A (human) kinase inhibition | Q9BTU6 | purified PI4K2A, ADP-Glo luminescence, 1 h; hits give low values | activity change, negative = inhibition, % at 76.9 µM | hit rate 0.13% among 420,000 | AID 1346378; in the data active = activity change below about -50%; inconclusive = mostly about -30% to -49%;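 note: -100% = wells without enzyme as full effect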
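Compounds are screened against recombinant PI4K2A using PI as substrate and ATP, the latter dispensed at 300 microM. Reactions run one hour at ambient temperature before ADP-Glo detection; full inhibition defined by wells lacking enzyme.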
* marks the source's active call; other numbers are inactive results; ? = inconclusive; . = not tested or not shown; & = joins results of further samples; [ ] = another dose, or the depositor's remark. Unless noted, calls come from the whole dose curve; as a rule, active = well fitted inhibition curve with a large enough effect; inconclusive = small, poorly fitted or top-dose-only effect; inactive = no such curve, though single readings can be large or run the other way.

SMILES	D2 antagonist	TrxR1 substrate	TrxR1 inh	TRHR ag	mIDH1 inhibitor	D2 agonist	USP1-UAF1 inh	TRHR enhancer	PI4K2A inh
CC(=O)c1ccc(NC(=S)Nc2ccc3cn[nH]c3c2)cc1	0	4%	-43%	0.4	0%	1.4	-17%	1	-17
NS(=O)(=O)c1ccc(CCNC(=O)COC(=O)C2CCCN2C(=O)c2cccs2)cc1 (stereo unspecified)	-4	-11%	-8%	0.0	0%	0.5	3%	2	1
Cc1ccc(NC(=O)c2cc(C)no2)cc1	4	-2%	5%	0.1	-5%	0.2	-4%	9	0
COc1ccc(C(=O)N/C(=C\c2ccc3c(c2)OCO3)C(=O)Nc2ccc(C(=O)O)cc2)cc1	5	-10%[57.1 µM]	-9%[57.1 µM]	-0.3	-3%	5.0	4%	-4	-1
O=C(COc1ccc2c(-c3ccccc3)cc(=O)oc2c1)NCC(O)c1ccccc1 (stereo unspecified)	6	23%	9%	-0.4	-11%	-0.4	-12%	8	2
CCOc1ncccc1C(=O)OCC(=O)N1CCN(S(=O)(=O)c2ccccc2)CC1	-12	3%	3%	-0.5	6%	-0.3	-17%	2	-6
CCc1ccc2occ(CC(=O)Nc3nnc(C)s3)c2c1	.	5%	19%	0.6	0%	0.2	-2%	-3	-4
CCOc1ccccc1NC(=O)COc1coc(CN2CCc3ccccc3C2)cc1=O	10	-13%	-11%	-0.5	4%	6.7	-6%	2	6
C=CCn1c(-c2ccc(Cl)cc2)ccc(C#N)c1=O	4	-3%	-12%	1.5	5%	1.8	-10%	1	-2
Cn1c(=O)c2c(SCc3cccnc3)nc(CC(C)(C)C)nc2n(C)c1=O	17	-5%[57.1 µM]	11%[57.1 µM]	-0.5	8%	0.6	-16%	3	6
CCCn1c(SCC(=O)Nc2cccc(C(=O)OCC)c2)nnc1-c1ccoc1C	-4	5%	21%	6.2	4%	-1.6	-10%	-1	-3
COc1cccc2c(=O)c3ccccc3oc12	12&-10	13%&16%	2%&27%	-0.8&-1.8	-3%[38.3 µM]	-1.7&-2.7	-26%	-5&3	0
O=C(Nc1ccc(-n2cccn2)cc1)C1CCCCN1Cc1cccc2cccnc12 (stereo unspecified)	-3	-3%	8%	0.9	-5%	-0.5	-23%	-1	-3
CCSc1cc(N2CCOCC2)nc(-c2ccc(Cl)cc2)n1	-9	-8%	-3%	0.0	0%	1.2	-11%	4	-6
CCC(=O)NC(=S)Nc1ccccc1C(F)(F)F	.	5%[57.1 µM]	-4%[57.1 µM]	.	0%	.	-9%	.	9
CN(C(=O)c1ccco1)c1nnc(C23CC4CC(CC(C4)C2)C3)s1	7	8%[57.1 µM]	-6%[57.1 µM]	0.3	18%	11	-18%	3	2
CCc1c(C)sc(NC(=O)OC)c1C(N)=O	-16	-3%[57.1 µM]	-19%[57.1 µM]	-0.1	-11%	-1.7	5%	5	1
COc1ccc(S(=O)(=O)N/N=C(/C)c2ccncc2)c(OC)c1	-6	-8%	-6%	0.5	15%	-0.8	-6%	-3	4
Cc1cccc(NC(=O)c2c(C)nc3ccccn23)c1	40*	9%[57.1 µM]	11%[57.1 µM]	0.2	6%	0.2	-3%	-6	-1
Cc1cc(C)c(NC(=O)Cn2c(=O)n(CC3CCCO3)c(=O)c3ccccc32)c(C)c1 (stereo unspecified)	.	-4%	-2%	-0.1	-2%	.	-16%	3	0
COC(=O)c1cc(OC)c(OC)cc1NC(=S)N1CCN(c2ccccc2)CC1	-11	2%	-1%	-0.8	1%	-0.2	-3%	6	-4
Cc1c(C(=O)O)nn(-c2cccc(C(F)(F)F)c2)c(=O)c1C#N	12	1%	-2%	0.0	5%	-0.6	-20%	-11	1
COc1cc(NC(=O)c2nccn2C)cc(C(=O)Nc2cccc(C(F)(F)F)c2)c1	-1	23%	4%	0.0	1%&0%	0.1	-16%&-20%	5	-6&-3
COc1ccc(S(=O)(=O)N2CCOCC2)cc1NC(=O)C1CC1	.	-5%	7%	.	-1%	.	-4%	.	3
CCCCOCCCNC(=O)C1CCCCC1	-3	12%	20%	0.7	1%	0.7	-12%	0	-1
COc1cc(NC(=O)C2=C(C)Nc3nnnn3C2c2ccc(SC)cc2)c(OC)cc1Cl (stereo unspecified)	.	-3%	3%	1.0	-24%	0.0	-11%	-14	2
CCN1CCN(C2=NC(=O)/C(=C/c3ccc(C)o3)S2)CC1	3	9%[57.1 µM]	-36%[57.1 µM]	0.7	11%	0.1	-15%	-1	-4
O=C(COC(=O)c1n[nH]c2ccccc12)NCCc1ccc(Cl)cc1	-9	3%	12%	-0.5	-5%	1.9	-24%	3	-4
COc1cc(C(=O)Nc2cccc(C)n2)ccc1OCC(=O)N1CCOCC1	9	-5%	-7%	-0.2	30%[activator]	-1.5	-3%	-4	2
O=C1COc2ccccc2N1Cc1ccccc1Cl	-9	0%	5%	-0.6	5%	-1.7	-18%	0	0
Cc1cc(NS(=O)(=O)c2ccc(NC(=O)CSc3nc4ncccc4[nH]3)cc2)nc(C)n1	-9	-1%	11%	0.5	-3%	0.4	-10%	-1	-7
OC(COCc1ccc2c(c1)OCO2)CN1CCN(Cc2ccccc2)CC1 (stereo unspecified)	-10	4%	9%	-0.6	10%	0.5	-20%	17	4
CS(=O)(=O)N1CCc2cc(C(=O)NCCc3ccccc3)ccc21	.	-5%	9%	-0.3	3%	-0.7	-6%	12	-4
C=CCOc1cccc(CNc2ccc3[nH]c(=O)[nH]c3c2)c1	-9	-5%	0%[57.1 µM]	0.1	1%	1.6	1%	3	3
CCCCNC(=O)c1onc(CSc2nc3ccccc3[nH]2)c1C(=O)NCCCC	-13	-7%	-3%	-0.9	-2%[38.3 µM]	-0.6	-25%	-3	-2
O=C(Cn1cnc2c(cnn2-c2ccc(F)cc2)c1=O)N1CCN(c2ccccc2F)CC1	2	-3%	-5%	-0.3	1%	-0.4	-5%	4	3
CCOCCCNC(=O)C(c1ccc(Cl)cc1)N(Cc1ccc2c(c1)OCO2)C(=O)c1ccccc1O (stereo unspecified)	.	3%[2.29 µM]	2%	0.1	2%	0.5	-21%	-5	3
N#Cc1cnc(SCC(=O)Nc2ccccc2C(F)(F)F)nc1N	32*	9%	1%	0.2	11%	1.3	-19%	-4	4
C[C@H](CO)N1C[C@H](C)[C@@H](CN(C)C(=O)Nc2ccccc2)Oc2c(NC(=O)C3CCCCC3)cccc2C1=O	.	8%[57.1 µM]	6%[57.1 µM]	.	-12%	.	-16%	.	1
Cc1ccc(-n2nc3c(=O)n(C(C)C(=O)NCc4ccc5c(c4)OCO5)nc(C)c3c2C)cc1 (stereo unspecified)	.	1%[57.1 µM]	15%[57.1 µM]	-1.6	8%	.	-10%	-4	9
COc1ccc2c(Cl)c(C(=O)N/N=C3\CCCC(=O)C3)sc2c1	-14	9%[57.1 µM]	12%[57.1 µM]	-0.7	5%	-1.1	16µM*	4	-3
CON(C)c1nc(C2CCCCC2)c2cc(C)ccc2n1	.	4%[57.1 µM]	23%[57.1 µM]	.	10%	.	-7%	.	-6
CN1C(=O)C(O)(CC(=O)c2ccncc2)c2ccccc21 (stereo unspecified)	-16	6%	?	-1.9	-6%	-0.9	-6%	14	-3
Cc1cccc(NC(=O)C2(C)Cc3ccccc3C(=O)O2)c1 (stereo unspecified)	.	2%	0%	-0.1	4%	-0.1	-19%	0	-3
Cc1ccc2nc(C)c3c(c2c1)N(c1ccccc1)CC3	-2	2%	-9%	0.1	3%	-0.7	-11%	-12	3

Some of these compounds in order of the D2 antagonist value, highest first.
structure	D2 antagonist	TrxR1 substrate	TrxR1 inh	TRHR ag	mIDH1 inhibitor	USP1-UAF1 inh	TRHR enhancer	PI4K2A inh
N#Cc1cnc(SCC(=O)Nc2ccccc2C(F)(F)F)nc1N	32*	9%	1%	0.2	11%	-19%	-4	4
C=CCOc1cccc(CNc2ccc3[nH]c(=O)[nH]c3c2)c1	-9	-5%	0%[57.1 µM]	0.1	1%	1%	3	3
OC(COCc1ccc2c(c1)OCO2)CN1CCN(Cc2ccccc2)CC1 (stereo unspecified)	-10	4%	9%	-0.6	10%	-20%	17	4
CCCCNC(=O)c1onc(CSc2nc3ccccc3[nH]2)c1C(=O)NCCCC	-13	-7%	-3%	-0.9	-2%[38.3 µM]	-25%	-3	-2

(more compounds)
SMILES	D2 antagonist	TrxR1 substrate	TrxR1 inh	TRHR ag	mIDH1 inhibitor	D2 agonist	USP1-UAF1 inh	TRHR enhancer	PI4K2A inh
CC(=O)Nc1cccc(C(=O)NCc2ccc3c(c2)CCN3C(=O)c2ccc(F)cc2)c1	.	3%[57.1 µM]	17%[57.1 µM]	-0.7	-14%	0.1	-18%	-1	1
Cc1cccc(NC(=O)CSc2ccc3nnc(-c4cccnc4)n3n2)c1	-6	-4%	2%	-0.2	5%	0.6	-20%	3	-6
FC(F)Oc1ccc(NC(=S)NCc2ccco2)cc1Cl	7	2%	-9%	0.7	-1%	-0.9	-20%	-2	-3
COc1cc(NC(=O)C/C(C)=N/NC(=O)c2cccc(O)c2)c(OC)cc1Cl	2	-7%	-13%	0.4	2%	-0.2	-8%	0	1
O=c1c2sccc2[nH]c(=S)n1Cc1ccccc1	3	-9%	-21%	0.1	5%	-0.3	-13%	-5	0
O=C(NCCc1ccccc1)C1CCN(S(=O)(=O)N2CCCCCC2)CC1	3	-4%	9%	-0.3	-10%	-0.2	0%	5	-6
CCOC(=O)C1=C(C)NC(=S)NC1C (stereo unspecified)	1	-4%	-8%	0.2	0%	1.5	-11%	2	-2
O=C(NCC(c1ccco1)N1CCOCC1)c1c(F)cccc1F (stereo unspecified)	7	-3%[57.1 µM]	-3%[57.1 µM]	0.0	-10%	-0.2	-5%	0	0
CCOc1ccc(S(=O)(=O)Nc2ccc(C(=O)N3CC(C)OC(C)C3)cc2)cc1 (stereo unspecified)	-11	-14%	-8%	3.9	6%	5.6	-2%	3	3
CC(C)CNC(CC(=O)O)c1ccccc1 (stereo unspecified)	2	-6%[57.1 µM]	6%[57.1 µM]	0.3	1%	1.1	-12%	-6	2

Screens as filed in PubChem BioAssay.
